# FBPA Giardia inh: qHTS Assay for Inhibitors of Fructose-1,6-bisphosphate Aldolase from Giardia Lamblia. purified Giardia FBPA. Potency, µM (doses to about 59.6 µM), inactives show at the top dose activity, negative = inhibition, hits mostly inhibitors. 0.71% of 290,000 active. AID 2451, 2010; further: potency means the concentration at half of the fitted maximal effect; nearly all actives have a fitted effect of over 55% in size
# Target sequence (A8B2U2 whole entry, looked up): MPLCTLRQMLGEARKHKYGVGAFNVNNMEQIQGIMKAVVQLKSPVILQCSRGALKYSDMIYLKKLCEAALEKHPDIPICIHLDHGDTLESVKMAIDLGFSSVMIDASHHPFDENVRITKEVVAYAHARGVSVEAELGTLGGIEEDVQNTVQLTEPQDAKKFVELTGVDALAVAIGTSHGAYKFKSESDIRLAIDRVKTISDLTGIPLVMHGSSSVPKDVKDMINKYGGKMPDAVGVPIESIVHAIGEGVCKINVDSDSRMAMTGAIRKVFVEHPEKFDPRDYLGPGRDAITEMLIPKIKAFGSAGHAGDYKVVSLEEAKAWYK
#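 40 nM FBPA preincubated 10 min at RT with compound (up to 57.5 uM final), then substrate plus GAPDH/TPI/NAD/arsenate coupling and diaphorase/resazurin added. Fluorescence read after 20 min at RT, 525/598 nm.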
# Sm TGR inh: qHTS Assay for the Inhibitors of Schistosoma Mansoni Peroxiredoxins; Potency, µM (series often up to 114 µM), without a hit: at the highest dose activity change, negative = inhibition, usual class: inhibitors; AID 485364, 2010; purified TGR, DTNB reduction, TNB absorbance 405 nm; Schistosoma mansoni thioredoxin glutathione reductase (TGR), Q962Y6; 3% of 360,000 active; further: potency means the concentration at half of the fitted maximal effect; nearly all actives have a fitted effect of over 60% in size
#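 Kinetic colorimetric format: TGR-catalysed, NADPH-driven DTNB reduction monitored via TNB absorbance. Enzyme dispensed at 20 nM; compound exposure 15 min at room temperature before reaction start.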
# AmpC inh detg: qHTS Inhibitors of AmpC Beta-Lactamase (assay with detergent); AmpC hydrolysis of nitrocefin, absorbance 480 nm, 0.01% Triton; Potency, µM (series often up to 114 µM), inactives show top-dose activity change, negative = inhibition, most hits filed as inhibitors; 0.041% of 370,000 active;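 further: potency means the concentration at half of the fitted maximal effect; 0% = no-compound wells and -100% = no-enzyme wells; nearly all actives have a fitted effect of over 25% in size; some results filed as inactive show a strong effect at the top dose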
# Target sequence (P00811 whole entry, looked up): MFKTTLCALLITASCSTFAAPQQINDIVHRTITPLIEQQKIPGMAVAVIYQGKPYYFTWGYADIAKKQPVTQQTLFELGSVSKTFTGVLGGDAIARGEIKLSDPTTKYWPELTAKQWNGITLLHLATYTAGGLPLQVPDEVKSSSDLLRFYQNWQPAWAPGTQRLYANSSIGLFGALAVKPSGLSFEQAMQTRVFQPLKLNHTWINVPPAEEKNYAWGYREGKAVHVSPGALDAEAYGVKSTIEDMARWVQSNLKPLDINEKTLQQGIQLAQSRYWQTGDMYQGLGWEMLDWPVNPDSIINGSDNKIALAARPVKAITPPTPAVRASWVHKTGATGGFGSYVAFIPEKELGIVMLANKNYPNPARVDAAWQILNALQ
#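 20 mM phosphate pH 7.0 + 0.01% (detergent screen) or 0.0001% Triton X-100; 5.3 nM AmpC reagent; cpd preinc 15 min RT; nitrocefin (800 uM stock) to start; A480 q20 s × 4 min; Activity was normalised to no-enzyme and no-compound control wells.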
# HCV inhibitor: qHTS Assay for Inhibitors of Hepatitis C Virus (HCV). AID 651820, 2012. 3.4% of 340,000 active. Huh7.5.1 HCVcc-Cre infection, luciferase reporter, 44 h. Potency, µM (top dose mostly 41.8 µM), for the others: at the highest dose activity change, negative = inhibition, usual class: inhibitors; further: potency means the concentration at half of the fitted maximal effect
#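 Cells (1,000/well) were plated 4 h before compound, then infected with HCVcc-Cre virus (~0.5 moi). After 44 h further culture, infection was read as luciferase luminescence following a 15 min substrate incubation at room temperature.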
# HCMV antiviral: qHTS Assay for inhibitors of the human cytomegalovirus (HCMV). 4.5% of 410,000 active. HFF cells, HCMV-luciferase reporter, 72 h; hits give low values. activity change, negative = inhibition, % at 57.5 µM. AID 1259415, 2018; in the data active means activity change below about -60%; inconclusive means no clear call, values can overlap the other calls; inactive means above about -39%
#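 Screen run at 2 compound doses on HFFs infected with reporter HCMV, MOI 1 PFU/cell. Luciferase activity from cell lysates at 72 h post infection gave inhibition relative to buffer-only and Salinomycin wells.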
# AmpC no deterg: qHTS Inhibitors of AmpC Beta-Lactamase (assay without detergent); Potency, µM (titrated, usually from 57.1 µM), for inactives: at the top dose activity change, negative = inhibition, most hits filed as inhibitors; 0.52% of 330,000 active; AmpC nitrocefin hydrolysis, absorbance 480 nm, 0.0001% Triton;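 further: potency means the concentration at half of the fitted maximal effect; plate controls were no compound for no effect and no enzyme for full effect; nearly all actives have a fitted effect of over 20% in size; some results filed as inactive show a strong effect at the top dose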
#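 AmpC (5.3 nM in the dispensed reagent) in 20 mM phosphate pH 7.0 with 0.01% (detergent screen) or 0.0001% Triton X-100 was preincubated with compounds for 15 min at room temperature. Nitrocefin was then added from an 800 uM solution, and hydrolysis was followed at 480 nm.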
# Numbers without * were called inactive; ? = inconclusive; · = not tested or not shown; & = joins results of further samples; [ ] = remark or other dose. Unless noted, the call rests on the fitted dose curve; in most records, active means well fitted curve in the direction sought with a large enough effect; inconclusive means small, poorly fitted or top-dose-only effect, or another doubt; inactive means no such curve, though single readings can be large; an effect the other way counts as inactive or inconclusive. Unless noted, on the % scale 0 is the no-effect control and ±100 the full control effect.
Compound,FBPA Giardia inh,Sm TGR inh,AmpC inh detg,HCV inhibitor,HCMV antiviral,AmpC no deterg
O=C(O)c1cc(-c2cc3ccccc3o2)nn1-c1ccccc1,6%,-9%,-14%,3%,6,-48%
CC(=O)Nc1ccc(C(=O)CSc2nccc(=O)[nH]2)cc1,2%,-1%,-6%,6%,-11,-11%
NC(=O)CN1C(=O)C(O)(CC(=O)/C=C\C=C\c2ccccc2)c2ccccc21 (centres undefined),-1%,-12%,-6%,7%,-70*,-4%
O=C(NCCN1C(=O)S/C(=C/c2cccnc2)C1=O)c1cccs1,·,-8%,-4%,2%,-15,-20%
Cc1cccc(NC(=O)c2cc(-c3cc(C)cc(C)c3O)n[nH]2)c1,13%,2%,-12%,11µM*,?,-46%
CCOc1ccccc1CNC(=O)C1CCCN(c2nn3c(=O)cc(C)nc3s2)C1 (centres undefined),-4%,4%,0%,2%,-6,2%
O=c1[nH]cnc2c1C(c1ccccc1[N+](=O)[O-])c1c(nc[nH]c1=O)O2,-13%,0%,-2%,9%,57,-6%
CCC(Oc1ccccc1C)C(=O)Nc1ccc(S(=O)(=O)Nc2cc(C)on2)cc1 (centres undefined),2%,-6%,-5%,7%,4,-34%
O=C1c2ccccc2-c2nnc(-c3ccccc3)cc21,-10%,8%,-2%,19%,12,-30%
O=C1c2ccccc2NC2CCCCC12 (centres undefined),-13%,-11%,-17%,-23%,-19,-16%
Cc1cc(C)c(NC(=O)COC(=O)CSc2ccc(Br)cc2C)c(C)c1,-4%,1%,-13%,36%[activator],23,-16%
COc1ccc(-c2nnc(SCC(=O)N(C)C3CCS(=O)(=O)C3)n2N)cc1OC (centres undefined),-4%,4%,-12%,-4%,55,-11%
NC(=O)COc1ccc(-c2noc(COc3ccccc3[N+](=O)[O-])n2)cc1,3%,1%,-2%,-6%,39,-20%
O=C(NCCC1=CCCCC1)c1ccc(Br)o1,-8%,7%,-9%,0%,31,-25%
C/C(=N\NC(=O)CSc1nc2ccccc2o1)c1ccc(O)cc1,-4%,-10%,-9%,-5%,-19,-31%
O=C1CN=C(c2ccccc2)c2ccccc2N1,4%,-18%,-3%,5%,27,-15%
O=C(COc1nncc2ccccc12)Nc1c(F)c(F)c(F)c(F)c1F,4%,-11%,?,6%,-14,-1%[11.4 µM]
CC1=CC(c2ccc(Cl)cc2)n2nc(NC(=O)CCC(=O)O)nc2N1 (centres undefined),-17%,10µM*,-7%,1%,-19,-10%
C[n+]1nc(Nc2ccccc2)sc1-c1ccc(C(=O)O)cc1,2%,13%,5%,·,·,-15%
Cc1nn(C)c(Oc2ccccc2)c1CCNS(=O)(=O)c1ccc(F)cc1,6%,0%,-14%,?,?,26%
COc1ccc(Cl)cc1Nc1nc(-c2sc(NC(=O)C(C)(C)C)nc2C)cs1,3%,-5%,-3%,?,-90*,-23%
CC(=O)[C@@]1(O)CCC2C3C=CC4=CC(=O)CC[C@]4(C)C3CC[C@@]21C (some centres undefined),·,-19%,1%,10%,-38,-15%
CCCSCCCNC(=O)CN1C(=O)COc2ccc(S(=O)(=O)N3CCCC3)cc21,7%,-2%&7%,-4%&8%,2%,-16&-6,1%
Cc1ccc(S(=O)(=O)Nc2ccc3nc(C)sc3c2)c(C)c1,·,-8%,-5%,?,-33,-29%
O=C(CSc1nnc(C2CC2)n1C1CC1)c1cccs1,·,·,·,23%,-6,-18%

# At a glance, some entries already given.
Compound,FBPA Giardia inh,Sm TGR inh,AmpC inh detg,HCV inhibitor,HCMV antiviral,AmpC no deterg
Cc1ccc(S(=O)(=O)Nc2ccc3nc(C)sc3c2)c(C)c1,·,-8%,-5%,?,-33,-29%
O=C(CSc1nnc(C2CC2)n1C1CC1)c1cccs1,·,·,·,23%,-6,-18%

# The results go on.
Compound,FBPA Giardia inh,Sm TGR inh,AmpC inh detg,HCV inhibitor,HCMV antiviral,AmpC no deterg
CCC(Oc1ccccc1F)C(=O)Nc1ccc2c(c1)n(C)c(=O)n2C (centres undefined),-4%,-15%,-15%,-6%,67,24%
COc1ccc(CNC(=O)C2CCCN(S(=O)(=O)c3ccc(F)cc3)C2)cc1 (centres undefined),·,0%,2%,?,6,9%
COc1ccccc1/C=N/N1C(=O)c2cccc3cccc(c23)C1=O,-3%,9%,-12%,28%,19,-16%
COc1ccc(C2c3ccc(O)cc3Oc3ncn(CCCO)c(=N)c32)cc1 (centres undefined),3%,-14%,3%,-13%,0,-29%
C[C@H](CO)N1C[C@H](C)[C@@H](CN(C)C(=O)Nc2ccccc2)Oc2ccc(NC(=O)Nc3ccc4c(c3)OCO4)cc2C1=O,·,·,·,10%,12,171%[activator]
COc1ccc(Br)cc1C1CC(=O)N2CN(Cc3ccccc3)CSC2=C1C#N (centres undefined),?,0%,?,-7%,-19,-41%
COc1ccc(CCNC(=O)CSc2nc3[nH]c(=O)cc(O)c3s2)cc1,·,0%,-2%,18%,-12,-24%
COc1ccccc1C1/C(=C(/O)c2ccc(Cl)cc2)C(=O)C(=O)N1CCN1CCOCC1 (centres undefined),0%,?,1%,0%,-13,6%
CC(C)CC(NC(=O)/C(=C\c1ccco1)NC(=O)c1ccco1)C(=O)O (centres undefined),-12%,35µM*,5%,5%,4,-13%
Cc1ccc(Cn2nnc3c(=O)[nH]c(C4CCCN(C(=O)Nc5ccc(F)cc5)C4)nc32)cc1 (centres undefined),-3%,-4%,-14%,-7%,-10,-18%
CCOC(=O)C1(CCCc2ccccc2)CCN(C(=O)CCCn2cncn2)CC1,6%,3%,4%,?,-36,191%[activator]
O=C1CSC(c2ccc([N+](=O)[O-])cc2)N1c1ccccc1 (centres undefined),4%,-7%,-10%,6%,16,-17%
COc1ccccc1NC(=O)N1CCN(CCc2ccccc2)CC1,2%,-17%,3%,16%,5,11%
CCCCCCc1c(O)nc(SCCN2CCOCC2)[nH]c1=O,-15%,·,6%,7%,-12,-5%
COc1ccccc1NC(=O)Cn1cc(C#N)c2ccccc21,-14%,-12%,?,-6%,55,-19%
O=C(N/C(=C\c1ccc(Br)cc1)C(=O)N1CCOCC1)c1ccco1,-6%,-4%,-10%,6%,8,-14%
CCN(CC)C(=O)/C(=C/c1cccc([N+](=O)[O-])c1)NC(=O)c1ccco1,0%,-11%,-12%,-10%,57,-2%
Cc1cc(NC(=O)CCC(=O)N(Cc2ccco2)C2(C(=O)NC3CCCC3)CCCCC2C)no1 (centres undefined),·,-9%,-5%,?,-3,5%
Cc1ccc(-n2nc3c(c2NC(=O)c2ccc4c(c2)OCO4)CS(=O)C3)cc1 (centres undefined),1%,-20%,?,14%,-16,-16%
COc1ccc(/C(C#N)=C/c2c(-c3ccc(Cl)cc3)nc3c(C)cccn23)cc1,-3%,16%,-2%,9%,-18,-9%
Cc1nccn1-c1ccc(C(F)(F)F)cc1NC=O,-2%,2%,-7%,-5%,59,4%
O=C(O)Cn1c(-c2ccccc2)cc2ccccc21,1%,0%,2%,9%,15,-31%
O=C(NCC1CCCO1)C(c1cccs1)N(C(=O)c1ccc(-c2ccccc2)[nH]1)C1CCCC1 (centres undefined),-1%,-1%,-1%,-28%,?,202%[activator]
CN=C(C)/C(C(=O)OC)=C(/O)c1c(F)cccc1F,0%,19%,5%,10%,25,-16%
O=C(Cc1cccc([N+](=O)[O-])c1)Nc1cccc(C(=O)N2CCCC2)c1,·,·,·,-25%,0,-21%

# As entered above:
# Result of `O=C(NCC1CCCO1)C(c1cccs1)N(C(=O)c1ccc(-c2ccccc2)[nH]1)C1CCCC1` (centres undefined) in FBPA Giardia inh: -1%
# Result of `COc1ccc(Br)cc1C1CC(=O)N2CN(Cc3ccccc3)CSC2=C1C#N` (centres undefined) in AmpC no deterg: -41%
# Result of `CCC(Oc1ccccc1F)C(=O)Nc1ccc2c(c1)n(C)c(=O)n2C` (centres undefined) in AmpC no deterg: 24%
# Result of `COc1ccc(CCNC(=O)CSc2nc3[nH]c(=O)cc(O)c3s2)cc1` in HCMV antiviral: -12

# Following part:
Compound,FBPA Giardia inh,Sm TGR inh,AmpC inh detg,HCV inhibitor,HCMV antiviral,AmpC no deterg
CCCOc1ccc(NC(=O)C2CC(=O)N/C(=N/N=C(\C)CCc3ccc4c(c3)OCO4)S2)cc1 (centres undefined),-2%,-8%,?,-12%,-3,-38%
CCOC(=O)c1oc2ccc(S(=O)(=O)n3nc(-c4cc(OC)c(OC)c(OC)c4)cc3N)cc2c1C,-10%,-2%&0%,4%&0%,-26%,76&26,41%
CCCN1C(=O)C2(SC(NC(C)=O)=NN2C(C)=O)c2cc(C)ccc21 (centres undefined),-9%,·,8%,26%,-14,18%
Cc1ccc2c(c1)c(=O)c1ccccc1n2CCCC(=O)Nc1ccc(C)c(F)c1,·,-4%,-2%,·,-74*,·
CC(C)OC(=O)c1ccc(S(N)(=O)=O)o1,4%,-9%,-15%,6%,40,-11%
CC1CCN(S(=O)(=O)c2ccc3c(c2)N(CC(=O)NC(C)c2ccccc2)C(=O)CS3)CC1 (centres undefined),·,-2%,-9%,·,-1,·
CCOC(=O)c1cc(C)n(CC2CCC(C(=O)Nc3cc(OC)cc(OC)c3)CC2)c1C (centres undefined),·,17%,23%,·,27,·
COc1ccc(OC)c(-n2nnnc2SCC(=O)Nc2ccc3c(c2)OCCO3)c1,3%,11%,?,?,1,-3%
O=C(CNC(=O)c1ccccc1)OCC(=O)c1c[nH]c2ccccc12,·,·,·,1%,18,-33%
COc1ccc(C(=O)Nc2cc3c(oc2=O)CCCC3=O)cc1,-10%,-12%,8%,13%,-20,-37%
C/C(=N\NC(=O)C1=NNC(=O)C1C)c1cccs1 (centres undefined),-16%,24%,0%,-9%,-27,-10%
Cc1ccc(NS(=O)(=O)c2ccc3c(c2)N(C)C(=O)CC(=O)N3C)cc1Cl,·,-16%,-3%,·,-9,·
CCCCC(O)(CCCC)C(=O)NN(C(=O)c1cccnc1Cl)c1ccccc1,-2%,-4%,3%,8%,47,-8%
CCOC(=O)c1[nH]ncc1CN1CCCC(C(=O)c2ccc(SC)cc2)C1 (centres undefined),6%,13%,8%,4%,?,29%
Cc1ccc(N=Cc2cc3c(cc2O)OC(N)=C(C#N)C3c2ccccc2)cc1 (centres undefined),-7%,-10%,-17%,-21%,-12,20µM*
O=[N+]([O-])c1ccc(O)c(/C=N/n2cnnc2)c1,-6%,-3%,-4%,-2%,34,-3%
CCOC(=O)C(Cc1ccc(O)cc1)NC(=O)CNC(=O)C1CCCN1C(=O)OC(C)(C)C (centres undefined),3%,-2%,?,13%,44,-3%
CNC(=O)Oc1ccc(N(C)C)cc1C(C)C,-17%,-4%,2%,11%,14,-7%
COc1cc(CNCCSc2nnnn2C)ccc1OCc1ccc(C)cc1,·,-2%,-2%,·,26,·
CC(=O)Nc1ccc(NC(=O)CNS(=O)(=O)c2ccc(C)cc2)cc1,7%,0%,-16%,3%,-23,-3%
COC(=O)c1ccc(OCCN2CCCCCC2)cc1,?,2%,-13%,28%,-8,-6%

# Compound activity as filed in PubChem BioAssay.

# Outcome played no part in choosing rows. About 9.9% of those tested had a hit in this group.
